Compound activity from PubChem BioAssay.
Pin1 inh: blocks the human prolyl isomerase Pin1. Potency, µM (doses to about 115 µM), for inactives: at the highest dose activity, negative = inhibition, most hits filed as inhibitors. 390,000 compounds, 0.009% hits. AID 504891. Q13526. Pin1 FP peptide displacement, HiFluor488, 10 min; active = well fitted inhibition curve with a large enough effect in the polarisation, with a control signal flat, not every such curve was filed as active; inconclusive = small, poorly fitted or top-dose-only effect, or effect the other way, or a change in a side signal; inactive = no such curve, though single readings can be large or run the other way; the % refers to the polarisation; also: potency is read from the fitted curve at half-maximal effect; % is scaled to controls: 0 for no effect and ±100 for the full control effect
Tb PGK inh: T. brucei PGK inhibition. P07378. PGK/GAPDH coupled, Kinase-Glo luminescence, 60 min. Potency, µM (series often up to 57.5 µM), for the others: at the highest dose activity change, negative = inhibition, usual class: inhibitors. 380,000 compounds, 0.043% hits; also: potency is read from the fitted curve at half-maximal effect; % is scaled to controls: 0 for no effect and ±100 for the full control effect; nearly all actives have a fitted effect of over 60% in size
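Luminescent ATP detection (Kinase-Glo Plus) follows a 60-minute room-temperature incubation, with wells lacking PGK as controls. Buffer: 100 mM TEA (pH 7.6), 5 mM MgCl2, 0.01% Tween-20. Coupling enzyme GAPDH (100 nM final) supplies unstable 1,3-BPG in-well.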
HP1b binding inh: HP1-beta chromodomain-methylated histone interaction inhibition | AID 540317 | P83916 | 390,000 compounds, 0.56% hits | Potency, µM (titrated, usually from 114 µM), for the others: at the highest dose activity change, negative = inhibition, actives largely listed as inhibitors | AlphaScreen HP1-beta / biotin-H3K9me3 peptide binding; also: potency is read from the fitted curve at half-maximal effect; nearly all actives have a fitted effect of over 70% in size; inactives centre near 23
Target sequence (P83916 whole entry, looked up): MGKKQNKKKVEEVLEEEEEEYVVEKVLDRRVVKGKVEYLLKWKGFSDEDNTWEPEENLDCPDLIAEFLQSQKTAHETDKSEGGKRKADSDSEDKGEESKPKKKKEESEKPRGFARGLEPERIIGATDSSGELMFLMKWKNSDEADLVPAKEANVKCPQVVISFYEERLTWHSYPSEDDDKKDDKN
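AlphaScreen: HP1-beta (50 nM) preformed 30 min with biotin-H3(1-18)K9me3 peptide (50 nM) in PBS pH 7.4, 0.01% Tween-20. Compound added for 30 min at RT, then streptavidin donor/nickel chelate acceptor beads (10 ug/mL) for 30 min.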
JMJD2A Tudor inh: JMJD2A Tudor domain (human) inhibition; O75164; AlphaScreen JMJD2A-Tudor / H3K4me3 peptide binding; Potency, µM (highest dose often 114 µM), without a hit: at the highest dose activity change, negative = inhibition, actives largely listed as inhibitors; 390,000 compounds, 4.4% hits; also: potency is read from the fitted curve at half-maximal effect; % is scaled to controls: 0 for no effect and ±100 for the full control effect; nearly all actives have a fitted effect of over 50% in size
G9a inh: G9a (human) methyltransferase inhibition | Q96KQ7 | G9a H3K9 monomethylation, AlphaScreen, 2 h | Potency, µM (doses to about 102 µM), inactives show top-dose activity, negative = inhibition, most hits filed as inhibitors | 350,000 compounds, 8.8% hits; also: potency is read from the fitted curve at half-maximal effect; % is scaled to controls: 0 for no effect and ±100 for the full control effect; nearly all actives have a fitted effect of over 75% in size
Target sequence (Q96KQ7 913-1193 limits assumed): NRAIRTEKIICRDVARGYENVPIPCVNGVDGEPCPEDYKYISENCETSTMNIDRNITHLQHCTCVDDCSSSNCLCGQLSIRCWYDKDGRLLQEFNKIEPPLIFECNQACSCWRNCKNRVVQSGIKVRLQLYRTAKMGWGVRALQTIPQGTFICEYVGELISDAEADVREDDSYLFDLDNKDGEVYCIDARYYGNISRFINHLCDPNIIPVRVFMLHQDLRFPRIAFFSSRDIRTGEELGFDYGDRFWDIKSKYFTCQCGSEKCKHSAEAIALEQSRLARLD
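Compounds were preincubated with 20 nM G9a for 15 min, after which biotinylated H3K9 peptide (500 nM) and SAM (20 uM) started a 2 h room-temperature reaction. Monomethylated product was quantified by antibody-based AlphaScreen chemiluminescence.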
PI4K2A block: PI4K2A (human) kinase inhibition; purified PI4K2A, ADP-Glo luminescence, 1 h; hits give low values; activity change, negative = inhibition, % at 76.9 µM; 420,000 compounds, 0.13% hits; in the data active = activity change below about -50%; inconclusive = mostly about -30% to -49%;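 also: -100% = wells without enzyme as full effect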
Target sequence (Q9BTU6 whole entry, looked up): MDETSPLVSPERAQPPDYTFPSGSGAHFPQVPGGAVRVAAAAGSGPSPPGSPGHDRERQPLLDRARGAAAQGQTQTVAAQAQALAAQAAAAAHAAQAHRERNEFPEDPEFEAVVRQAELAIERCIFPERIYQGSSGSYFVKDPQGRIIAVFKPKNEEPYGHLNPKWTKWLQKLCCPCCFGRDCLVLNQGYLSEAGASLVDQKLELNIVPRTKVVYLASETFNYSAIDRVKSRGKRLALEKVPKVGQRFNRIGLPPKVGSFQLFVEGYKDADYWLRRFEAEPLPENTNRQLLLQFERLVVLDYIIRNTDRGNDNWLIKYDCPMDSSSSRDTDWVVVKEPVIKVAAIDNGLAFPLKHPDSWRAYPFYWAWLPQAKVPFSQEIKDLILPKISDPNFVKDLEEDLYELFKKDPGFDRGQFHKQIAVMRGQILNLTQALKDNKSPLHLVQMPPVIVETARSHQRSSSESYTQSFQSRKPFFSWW
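ADP-Glo luminescence measured ADP generated by PI4K2A enzyme (4 ug/mL before mixing) with 1.2 mM PI substrate (pre-mix) and 300 microM ATP (pre-mix). Tris pH7.5 buffer with MgCl2, Triton X-100; 1 h reaction at ambient temperature.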
POLH inh: blocks human DNA polymerase eta activity. Q9Y253. recombinant Pol eta, fluorescent DNA replication assay. Potency, µM (doses to about 114 µM), inactives show at the top dose activity change, negative = inhibition, actives largely listed as inhibitors. 390,000 compounds, 1.2% hits. AID 588591; also: potency is read from the fitted curve at half-maximal effect; % is scaled to controls: 0 for no effect and ±100 for the full control effect
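Pol eta (10 nM) was preincubated with compounds for 15 min at room temperature, after which fluorescent replication substrate (50 nM final) was added to start the reaction. Fluorescence was read kinetically at 0 and 10 min.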
GLS inhibitor: inhibitors of human glutaminase (GLS); O94925; GLS enzymatic activity, qHTS titration; Potency, µM (doses to about 45.5 µM), for inactives: top-dose activity change, negative = inhibition, most hits filed as inhibitors; 410,000 compounds, 0.21% hits; also: potency is read from the fitted curve at half-maximal effect; % is scaled to controls: 0 for no effect and ±100 for the full control effect
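Read-out is an Amplex red fluorescence increase coupled through glutamate oxidase and HRP, measured before and after 30 min room-temperature incubation. hKGA is in 45 mM KH2PO4 (pH 8.2) with 0.02% Tween-20; glutamine added as 1mM solution.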
BAZ2B inh: BAZ2B (human) inhibition. AlphaScreen BAZ2B-H3K14Ac peptide displacement. AID 504333. 360,000 compounds, 4.4% hits. Potency, µM (highest dose often 114 µM), for the others: at the highest dose activity change, negative = inhibition, hits mostly inhibitors. Q9UIF8; also: potency is read from the fitted curve at half-maximal effect; % is scaled to controls: 0 for no effect and ±100 for the full control effect; nearly all actives have a fitted effect of over 60% in size
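Protein-peptide AlphaScreen: BAZ2B 50 nM, b-H3K14Ac 50 nM, 1x PBS pH 7.4 + 0.01% Tween-20. Preincubation 30 min RT; cpd 30 min RT (top 110 uM); beads 20 min RT, light-protected.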
* hit, by the source's call; i = inactive; ? = inconclusive; . = not tested or not shown; [ ] = dose if it differs, or a comment. Unless noted, calls follow the shape of the dose curve; as a rule, active = well fitted curve in the direction sought with a large enough effect; inconclusive = small, poorly fitted or top-dose-only effect, or another doubt; inactive = no such curve, though single readings can be large; an effect the other way counts as inactive or inconclusive.

SMILES	Pin1 inh	Tb PGK inh	HP1b binding inh	JMJD2A Tudor inh	G9a inh	PI4K2A block	POLH inh	GLS inhibitor	BAZ2B inh
Nc1c(C(=O)NCc2ccccc2)nnn1Cc1cccc(Cl)c1	-1%	-4%	36%	-23%	6%	-1	-19%	-1%	-6%
O=[N+]([O-])c1ccc(-n2nnnc2-c2ccccc2)c([N+](=O)[O-])c1	-9%	3%	-1%	?	-6%[59 µM]	26	?	4%	-35%
O=C(O)C1CC=CCC1C(=O)NCCCCc1ccccc1 (stereo not drawn)	-7%	5%	46%[activator]	-1%	10%	5	-16%	-3%	-15%
O[C@H]1C[C@H](c2ccc(Cl)cc2)N(Cc2cccs2)C[C@@H]1n1cc(C2CC2)nn1	.	7%	.	.	.	-2	-16%	1%	.
CCN(CC)Cc1csc(C(N)=O)c1	-4%	i	22%	2%[57.1 µM]	6%[12.7 µM]	-2	8%	0%	14%
Cc1nn(CC(=O)Nc2ccc3c(c2)CCC3)c(C)c1[N+](=O)[O-]	6%	i	27%	-7%	27%[12.7 µM]	-5	-16%	-2%	-6%
CC(C)(C)c1ccc(C(=O)N2CCCN(C(=O)c3ccc(C(C)(C)C)cc3)CC2)cc1	-5%	-7%	14%	-10%	-1%[59 µM]	3	-16%	2%	10%
CN(CC(=O)NCc1ccccc1F)S(=O)(=O)c1ccc(Cl)cc1	8%	.	46%[activator]	-1%	12%	-2	-8%	-18%	8%
Cc1cc(=O)oc2cc(OCC(=O)c3ccccc3)ccc12	-3%	-9%	21%	-11%	.	2	-13%	-1%	12%[0.457 µM]
CCS(=O)(=O)N1Cc2ccccc2CC1C(=O)NC(C)C12CC3CC(CC(C3)C1)C2 (stereo not drawn)	2%	-8%	26%	-7%	14µM*	-5	-23%	-12%	-7%
Cc1ccc(S(=O)(=O)NC(=O)N2CCCC(C)(C)C2)cc1	-4%	6%	43%	2%	8%[59 µM]	6	-6%	-5%	-2%
CC(C)N(C(=O)Cn1c(-c2cccnc2)ccc(C#N)c1=O)C(C)C	-9%	-9%	21%	-19%	41%	4	-7%	-2%	-6%
Cc1nnc2n(-c3ccccc3)c(=O)c3c4c(sc3n12)COC(C(C)C)C4 (stereo not drawn)	-2%	-7%	24%	-10%	0%	-3	-14%	-2%	0%
COc1ccccc1OCc1cc(-c2ccccc2)no1	-5%	-4%	211%[activator]	131%[activator]	178%[activator]	3	-15%	-1%	152%[activator]
Cc1cnc(NC(=O)CSc2nc3ccccc3c(=O)[nH]2)s1	-2%	-6%	43%[activator]	4%	-7%[59 µM]	0	-5%	2%	-1%
O=C(Oc1ccc(Br)cc1)c1cccnc1	8%	-4%	41%[activator]	12%	14%	-15	0%	69%[activator]	-1%
Nc1ccc2nc(-c3ccccn3)[nH]c2c1	6%	-10%	25%	?	?	-14	-16%	17%	45µM*
CC(C)Oc1ccc(Cc2c(O)nc(NCCCN(C)C)[nH]c2=O)cc1	-3%	-3%	40%[activator]	-15%	18%[59 µM]	-7	-8%	19%	1%
O=C(COC(=O)c1ccccc1OCc1ccccc1Cl)NCC1CCCO1 (stereo not drawn)	-1%	i	54%[activator]	14%	.	3	-14%	-4%	.
CCOC(=O)c1cccc(NC(=O)CCOc2ccccc2)c1	3%	4%	46%[activator]	3%[11.4 µM]	.	0	3%	-11%	14%
Cc1cc(NC(=O)CSCCc2ccncc2)no1	-5%	5%	51%[activator]	-10%	?	0	-6%	4%	-1%
Cc1cccc(OCC(=O)Nc2cc(NC(=O)COc3cccc(C)c3)cc(C(=O)O)c2)c1	-8%	-5%	-17%	-15%	.	5	0%	-6%	9%
O=[N+]([O-])c1cc(NS(=O)(=O)c2ccc(Cl)nc2)ccc1Cl	3%	3%	19%	-10%	-46%	-3	-10%	16%	3%
CCCCn1c(SCC(=O)Nc2cccc(OC)c2)nc2ccc(N3CCOCC3)cc2c1=O	-1%	2%	21%	?	-3%[12.7 µM]	-2	?	.	?
NC(=O)CN(c1ccccc1)C1SC(=O)N(Cc2ccccc2)C1=O (stereo not drawn)	-10%	.	-6%	-3%	?	2	-7%	12%	-8%

An excerpt from the list above, as a working copy:
SMILES	Pin1 inh	Tb PGK inh	HP1b binding inh	JMJD2A Tudor inh	G9a inh	PI4K2A block	POLH inh	GLS inhibitor	BAZ2B inh
Nc1c(C(=O)NCc2ccccc2)nnn1Cc1cccc(Cl)c1	-1%	-4%	36%	-23%	6%	-1	-19%	-1%	-6%
O=[N+]([O-])c1ccc(-n2nnnc2-c2ccccc2)c([N+](=O)[O-])c1	-9%	3%	-1%	?	-6%[59 µM]	26	?	4%	-35%
O=C(O)C1CC=CCC1C(=O)NCCCCc1ccccc1 (stereo not drawn)	-7%	5%	46%[activator]	-1%	10%	5	-16%	-3%	-15%
O[C@H]1C[C@H](c2ccc(Cl)cc2)N(Cc2cccs2)C[C@@H]1n1cc(C2CC2)nn1	.	7%	.	.	.	-2	-16%	1%	.
CCN(CC)Cc1csc(C(N)=O)c1	-4%	i	22%	2%[57.1 µM]	6%[12.7 µM]	-2	8%	0%	14%
Cc1nn(CC(=O)Nc2ccc3c(c2)CCC3)c(C)c1[N+](=O)[O-]	6%	i	27%	-7%	27%[12.7 µM]	-5	-16%	-2%	-6%
CC(C)(C)c1ccc(C(=O)N2CCCN(C(=O)c3ccc(C(C)(C)C)cc3)CC2)cc1	-5%	-7%	14%	-10%	-1%[59 µM]	3	-16%	2%	10%
CN(CC(=O)NCc1ccccc1F)S(=O)(=O)c1ccc(Cl)cc1	8%	.	46%[activator]	-1%	12%	-2	-8%	-18%	8%
Cc1cc(=O)oc2cc(OCC(=O)c3ccccc3)ccc12	-3%	-9%	21%	-11%	.	2	-13%	-1%	12%[0.457 µM]

Following part.
SMILES	Pin1 inh	Tb PGK inh	HP1b binding inh	JMJD2A Tudor inh	G9a inh	PI4K2A block	POLH inh	GLS inhibitor	BAZ2B inh
O=c1c2cnn(-c3ccc(F)cc3)c2ncn1Cc1cccnc1	-3%	i	25%	-22%	-25%[59 µM]	-3	-8%	-7%	-27%
Cc1ccc(-c2c(C(=O)N/N=C/c3ccco3)nnn2-c2nonc2N)cc1	2%	-1%	54%[activator]	-23%	24%	3	-16%	-10%	-18%[57.1 µM]
CCn1c(=O)c(C(=O)CN2c3ccccc3CC2C)c(N)n(Cc2ccccc2)c1=O (stereo not drawn)	3%	7%	?	?	22µM*	3	-21%	27%	35µM*
CSc1ccccc1C(=O)N1CCCC(CCC(=O)NCc2ccc(F)c(F)c2)C1 (stereo not drawn)	0%	i	27%	-12%	1%	-5	-20%	0%	-19%
CCCN(CCC)CCCNc1ccc2nnc(-c3ccc(F)cc3)n2n1	2%	3%	42%[activator]	-15%	-35%[59 µM]	2	-7%	5%	2%
O=C(NC1CCCc2ccccc21)c1ccc2c(c1)OCO2 (stereo not drawn)	1%	-9%	38%[activator]	-12%	1%[59 µM]	2	-8%	6%	-5%
CCCN(CCC)c1nc(-c2ccccc2F)nc2ccccc12	-1%	i	244%[activator]	45%[activator]	142%[activator][59 µM]	2	-23%	-6%	390%[activator]
COc1cc(OC)cc(C(=O)NCC(=O)OCC(=O)NC(C)CCc2ccccc2)c1 (stereo not drawn)	7%	-3%	33%	-15%	.	0	-3%	0%	.
CCN(C(=O)COC(=O)CCc1c[nH]c2ccccc12)c1c(N)n(Cc2ccccc2)c(=O)[nH]c1=O	3%	4%	16%	-17%	18%[0.501 µM]	3	-24%	7%	0%
COC(=O)c1cc(-c2ccc(Br)cc2)n[nH]1	-7%	-2%	43%[activator]	-5%	37%	-3	-16%	11%	-7%
COc1ccccc1CN(C)C[C@@H]1OCc2cnnn2CCCC(=O)N([C@H](C)CO)C[C@H]1C	.	i	.	.	.	4	-1%	-1%	.
COCCN(C(=S)Nc1c(C)cccc1C)C(C)c1ccco1 (stereo not drawn)	2%	-24%	28%	-14%	6%[12.7 µM]	-1	-13%	-1%	-12%
CC(C)NCC(O)COC1C2CC3CC(C2)CC1C3 (stereo not drawn)	-1%	8%	22%	-8%	-26%	-1	-7%	-11%	-1%
O=C(c1ccc(NS(=O)(=O)c2ccc(Cl)c(Cl)c2)cc1)N1CCOCC1	-2%	-7%	59%[activator]	-1%	-45%	0	-3%	1%	9%
COc1ccc(-c2nc(CN3CCN(Cc4cccc(F)c4)CC3)c(C)o2)cc1	?	2%	5%	?	11%	-6	-7%	1%	-38%
CCOc1ccc(Cl)cc1S(=O)(=O)N1CCN(c2ccc(C)c(C)c2)CC1	?	-15%	-5%	?	-42%[59 µM]	-5	-21%	8%	-34%
COc1cc(C(=S)N2CCOCC2)ccc1OC(=O)c1ccc([N+](=O)[O-])cc1[N+](=O)[O-]	-3%	-1%	-9%	?	.	0	-21%	4%	-35%
O=C(CSc1nnc(NC(=O)c2ccccc2F)s1)Nc1ccccc1F	-5%	1%	30%	-16%	36%[12.7 µM]	2	7%	4%	-19%
CCOc1ccc(NC(=O)CC2C(=O)N(c3ccc(F)cc3)C(=O)N2CCc2sccc2C)cc1 (stereo not drawn)	3%	-1%	6%	-25%	11%[59 µM]	2	-24%	-1%	-12%

These rows are one share of the data, so the mix of outcomes need not match the whole.
